BAZ2B inh: blocks human BAZ2B. 4.4% of 360,000 active. Q9UIF8. AlphaScreen BAZ2B-H3K14Ac peptide displacement. Potency, µM (titrated, usually from 114 µM), without a hit: at the highest dose activity change, negative = inhibition, usual class: inhibitors; note: % is set by controls: 0 for no effect and ±100 for the full control effect; nearly all actives have a fitted effect of over 60% in size
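BAZ2B (50 nM) with biotin-H3(5-23)K14Ac peptide (50 nM) in PBS pH 7.4, 0.01% Tween-20, preformed 30 min, then compound 30 min at room temperature; top concentration 110uM. AlphaScreen streptavidin donor/nickel chelate acceptor beads (10 ug/mL final), 20 min dark, signal read.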
POLI inh: inhibitors of human DNA polymerase iota; AID 588590; Pol iota fluorescent replication assay, 10 min; Potency, µM (series often up to 115 µM), for inactives: at the top dose activity, negative = inhibition, usual class: inhibitors; 1% of 390,000 active
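Fluorescent replication assay read twice, at 0 min and 10 min after adding 50 nM (final) substrate. Enzyme (10 nM) and compounds were first incubated 15 min at room temperature; enzyme-free buffer wells were negative controls.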
Pol beta inh: blocks human DNA polymerase beta activity; AID 485314; Pol beta primer extension/strand displacement, fluorescence kinetic; 1.3% of 340,000 active; Potency, µM (highest dose often 114 µM), for the others: at the top dose activity change, negative = inhibition, hits mostly inhibitors; P06746; note: % is set by controls: 0 for no effect and ±100 for the full control effect
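Pol beta (10 nM) and compounds were preincubated 15 min at room temperature, then 50 nM substrate (final) started primer extension/strand displacement. Reads were taken at 0 and 10 min; concentration-response data were fitted to a four-parameter Hill equation.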
BLM inh: blocks DNA unwinding by human BLM helicase | P54132 | recombinant BLM DNA unwinding, fluorescence dequenching | Potency, µM (top dose mostly 56.1 µM), inactives show top-dose activity change, negative = inhibition, most hits filed as inhibitors | 0.2% of 350,000 active;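 note: plate controls were vehicle for no effect and no enzyme for full effect; nearly all actives have a fitted effect of over 35% in size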
Anesthetic bind: candidate novel general anesthetic via apoferritin binding; P02791; apoferritin/1-aminoanthracene competitive binding, fluorescence; Potency, µM (series often up to 77.5 µM), without a hit: at the top dose activity change, negative = displacement, most hits filed as inhibitors; 0.074% of 350,000 active; AID 485281; note: % is set by controls: 0 for no effect and ±100 for the full control effect; nearly all actives have a fitted effect of over 20% in size
Target sequence (P02791 2-175 limits assumed): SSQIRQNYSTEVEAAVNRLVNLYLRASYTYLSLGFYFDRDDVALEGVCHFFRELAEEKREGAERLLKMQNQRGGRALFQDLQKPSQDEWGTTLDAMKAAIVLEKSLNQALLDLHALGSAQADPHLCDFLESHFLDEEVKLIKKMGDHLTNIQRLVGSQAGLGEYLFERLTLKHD
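Apoferritin-based anesthetic binding model; compound displacement of fluorescent 1-AMA measured as endpoint fluorescence after 10 minutes at room temperature, scaled to free-ligand and complex controls.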
Pol eta inh: inhibitors of human DNA polymerase eta; Q9Y253; recombinant Pol eta, fluorescent DNA replication assay; Potency, µM (doses to about 114 µM), for the others: top-dose activity change, negative = inhibition, hits mostly inhibitors; 1.2% of 390,000 active; AID 588591; note: % is set by controls: 0 for no effect and ±100 for the full control effect
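Pol eta (10 nM) was preincubated with compounds for 15 min at room temperature, after which fluorescent replication substrate (50 nM final) was added to start the reaction. Fluorescence was read kinetically at 0 and 10 min.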
APEX1 inh: inhibitors of human APE1 endonuclease | P27695 | recombinant APE1, TAMRA/BHQ-2 abasic DNA cleavage fluorescence | Potency, µM (series often up to 65.8 µM), inactives show at the top dose activity change, negative = inhibition, most hits filed as inhibitors | 0.35% of 350,000 active;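 note: plate controls were vehicle for no effect and reference inhibitor for full effect; nearly all actives have a fitted effect of over 55% in size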
Target sequence (P27695 whole entry, looked up): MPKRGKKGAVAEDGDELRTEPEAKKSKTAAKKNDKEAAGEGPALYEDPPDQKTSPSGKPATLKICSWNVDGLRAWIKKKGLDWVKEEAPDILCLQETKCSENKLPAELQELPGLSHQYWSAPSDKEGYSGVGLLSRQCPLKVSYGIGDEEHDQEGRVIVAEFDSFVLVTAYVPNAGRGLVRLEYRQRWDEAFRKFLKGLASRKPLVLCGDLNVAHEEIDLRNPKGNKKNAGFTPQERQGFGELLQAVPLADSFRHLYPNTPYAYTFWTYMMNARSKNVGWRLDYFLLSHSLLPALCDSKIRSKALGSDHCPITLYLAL
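0.75 nM APE1 + cpd, 15 min RT; start w/ 50 nM TAMRA/BHQ-2 THF-abasic dsDNA; kinetic fluor 525/598 nm ×3 reads @60 s; Δ(read3−read1); normalized to DMSO and NSC13755 control wells.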
G9a block: blocks human histone lysine methyltransferase G9a; Potency, µM (highest dose often 102 µM), inactives show at the highest dose activity, negative = inhibition, actives largely listed as inhibitors; AID 504332; 8.8% of 350,000 active; G9a H3K9 monomethylation, AlphaScreen, 2 h; note: % is set by controls: 0 for no effect and ±100 for the full control effect; nearly all actives have a fitted effect of over 75% in size
Target sequence (Q96KQ7 913-1193 limits assumed): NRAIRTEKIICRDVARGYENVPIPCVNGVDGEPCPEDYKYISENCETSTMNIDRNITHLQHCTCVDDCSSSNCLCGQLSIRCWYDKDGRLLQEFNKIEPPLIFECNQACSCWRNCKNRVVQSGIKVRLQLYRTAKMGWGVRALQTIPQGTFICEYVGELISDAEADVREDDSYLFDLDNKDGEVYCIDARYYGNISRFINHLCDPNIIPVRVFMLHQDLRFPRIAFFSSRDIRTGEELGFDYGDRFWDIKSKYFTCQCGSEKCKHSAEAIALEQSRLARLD
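Readings reflect AlphaScreen signal from monomethyl-H3K9 antibody detection. HMT at 20 nM; substrate b-H3K9 500 nM; cofactor SAM 20 uM; 2 h RT reaction; compounds tested as titrations in qHTS with 15 min preincubation.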
POLK inh: inhibitors of human DNA polymerase kappa | Q9UBT6 | purified Pol kappa, fluorescent DNA synthesis assay, 10 min | Potency, µM (titrated, usually from 107 µM), inactives show top-dose activity, negative = inhibition, usual class: inhibitors | 0.53% of 400,000 active; note: % is set by controls: 0 for no effect and ±100 for the full control effect
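Inhibition of 10 nM Pol kappa is measured by a fluorescent read-out at 0 and 10 min following addition of 50 nM substrate (final), with a 15-min room-temperature compound preincubation.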
* = called active by the depositor; u = inconclusive; x = not tested or not shown; & = joins results of further samples; [ ] = remark or other dose. Calls come from the whole dose curve; as a rule, active = well fitted curve in the direction sought with a large enough effect; inconclusive = small, poorly fitted or top-dose-only effect, or another doubt; inactive = no such curve, though single readings can be large; an effect the other way counts as inactive or inconclusive. Potency is the fitted concentration of half-maximal effect. These rows are one share of the data; the hit share may differ from the screen's.

nr	canonical_smiles	BAZ2B inh	POLI inh	Pol beta inh	BLM inh	Anesthetic bind	Pol eta inh	APEX1 inh	G9a block	POLK inh
1	CCOc1ccc(C2C(C(=O)Nc3ccccc3)=C(C)Nc3nc(SCc4cc(C)ccc4C)nn32)cc1 (centres undefined)	0%	-6%	18%	0%	3%	3%	x	6%[59 µM]	-8%[60.1 µM]
2	COc1ccc(C(=O)N2CCN(C3CCCCC3)CC2)c(OC)c1	-6%	9%[58.9 µM]	2%	-2%	-8%	-18%	-4%	-5%[12.7 µM]	-2%
3	Cc1nc2c(sc3nc4c(cc32)COC(C)(C)C4)c(=O)n1CC(=O)NCc1ccco1	8%	u	u	-3%	u	u	u	13%[59 µM]	-28%
4	COc1ccccc1C(=O)Nc1c(-c2ccccc2)nc2ccccn12	0%	0%	8%	-5%	-12%	-22%	10%	1%[2.33 µM]	0%
5	Cc1ccc(Cl)cc1NC(=O)Cn1c(=O)c2ccccc2n2nncc12	1%	3%	34%	-6%	9%	-6%	x	-5%[59 µM]	-2%
6	CCOC(=O)N1CCc2c(sc(NC(=O)CN(CC)CC)c2C#N)C1	-19%	21%	1%	2%	1%	-10%	u	0%	-3%
7	COc1cc(O)c(C(CCN2CCOCC2)c2ccc(N(C)C)cc2)c(OC)c1 (centres undefined)	35µM*	11%&-15%	23%	-2%&-1%	-12%&-2%	-9%	u	u	17%&13%
8	O=C(CSc1nc(C(F)(F)F)cc(=O)[nH]1)Nc1cccc2ccccc12	9%	3%	x	x	x	1%	15%	-30%	-15%
9	Cc1ccc(S(=O)(=O)N2CCCOC2CNC(=O)C(=O)NC2CCCCC2)cc1 (centres undefined)	-11%	73%[activator]	41%	0%	-3%	-23%	-1%	-1%	-6%
10	COc1cc(N)c(Cl)cc1C(=O)OCC(=O)Nc1ccc(N2CCOCC2)cc1	x	u	x	x	x	-2%	3%	x	-3%
11	COc1ccc(/C=C/C(=O)OCC(=O)NCCNC(=O)COC(=O)/C=C/c2ccc(OC)cc2)cc1	-2%	4%	27%	-5%	-2%	-3%	-4%	-7%[12.7 µM]	-18%
12	CC(C)(C)n1cn[nH]c1=S	-20%	56%[activator]	4%	0%	-10%	-13%	0%	25µM*	-2%
13	CS(=O)(=O)N1CCN(c2ccccc2NC(=O)c2cccnc2)CC1	-3%	9%	23%	-3%	5%	-15%	4%	15%[12.7 µM]	-6%
14	COc1cc(C)c(Cl)cc1S(=O)(=O)N1CCCC1	-5%	23%	2%	-6%	-14%	-10%	-1%	-21%	-9%
15	COc1ccccc1CNC(=O)CSc1ncc2c(n1)-c1ccc(Cl)cc1N(Cc1ccccc1)S2(=O)=O	-1%	-23%	-19%	0%	-15%	-17%	x	14%[59 µM]	-4%
16	CCN1CCc2c(OCC(=O)Nc3ccc(C)cc3)cccc2C1=O	-1%	20%	0%	-1%	-21%	-16%	49%[activator]	35%	-11%
17	Cc1cc(NC(=O)COC(=O)[C@@H](NS(=O)(=O)c2ccc(Br)cc2)C(C)C)no1	4%	-28%	17%	0%	0%	-8%	-1%	-5%[12.7 µM]	4%
18	COc1ccc2nc(N3C(=O)CC(C(C)c4ccccc4)C3=O)sc2c1 (centres undefined)	-2%	13%	8%[57.1 µM]	-2%	-16%	-12%	1%	-15%	-20%
19	OCCNCC(O)CN1c2ccccc2Sc2ccccc21 (centres undefined)	u	28%	11%	-3%	-10%	-13%	12%	13%[59 µM]	-4%
20	Cn1c(-c2ccc(CN3CCCCC3)o2)nc2ccccc21	1%	13%	3%	-3%	-10%	-10%	-4%	x	1%
21	O=C(O)c1ccc2c(c1)S(=O)(=O)N=C1CCCCCN12	-19%	u	-10%	0%	-5%	0%	2%	-9%	-6%
22	CCCOc1nnnn1-c1ccccc1	-28%	6%	0%	-1%	-5%	-14%	-1%	-18%[59 µM]	-4%
23	Cc1ccc(C2CC(=O)NC(SCc3ccccc3)=C2C#N)cc1 (centres undefined)	-12%	u	-15%	-8%	u	-13%	0%	-10%[59 µM]	-2%
24	O=C(Cn1nc(-c2ccccc2)ccc1=O)NCCN1CCN(Cc2ccccc2)CC1	-10%	7%	-1%	8%	u	4%	0%	-30%[59 µM]	-8%[60.1 µM]
25	CC(Oc1ccc(Cl)cc1)C(=O)NCCN1C(=O)S/C(=C\c2cccnc2)C1=O (centres undefined)	-8%	0%	14%	3%	-4%	-15%	-2%	-14%[59 µM]	-4%
26	Cc1c(C(=O)NCc2ccc3c(c2)OCO3)sc2nc(-c3ccc(F)cc3)cn12	-5%	21%	11%	-1%	2%	-26%	-9%	10%	-16%
27	Cc1n[nH]c(=O)nc1NCc1ccc(Cl)cc1	-14%	4%	10%	-9%	-10%	5%	15%	-9%[12.7 µM]	-1%
28	CC(C)CNC(=O)c1c(-c2ccccc2)c(-c2ccccc2)nn(C)c1=O	-4%	11%	87%	-1%	-4%	11%	x	7%[59 µM]	4%
29	O=C(Nc1ccc(OC(F)(F)F)cc1)c1ccc2ccccc2n1	2%	16%	0%	-1%	-17%	-10%	-10%	10%	-10%
30	COc1ccc2oc(=O)c(C(=O)O)cc2c1	-5%	11%	24%	-2%	62%[activator]	-19%	20%	-6%[12.7 µM]	-9%
31	CCn1c2ccccc2c2nnc(SCC(=O)N(C)C3CCS(=O)(=O)C3)nc21 (centres undefined)	-17%	25%	29%	-3%	-16%	4%	-5%	u	-3%
32	CCC(=O)c1ccc(OCC(=O)OCC(=O)Nc2sccc2C(N)=O)cc1	-22%	-29%	12%	-7%	-16%	-10%	-7%	7%	-9%
33	CCOC(=O)C1=C(c2ccccc2)Nc2ncnn2C1c1ccc(OC)c(OC)c1OC (centres undefined)	2%	-5%	-4%	-2%	-13%	-13%	-3%	-1%	-4%
34	COCc1nnc(NC(=O)CC(c2ccccc2)c2ccccc2)s1	3%[57.1 µM]	-4%	13%	-4%	-2%	-9%	0%	16%	7%
35	COc1ccc(-c2csc(NC(=S)NC(=O)c3ccccc3)n2)cc1Br	4%	94%[activator]	32%	-1%	-5%	-6%	7%	x	-10%
36	COC(=O)c1cc(=O)n(-c2ccc(F)cc2)c(=Nc2ccc(F)cc2)s1	u	6%	3%	-5%	-13%	-27%	-3%	40µM*	-4%
37	NC(=O)c1cc(C(=O)c2ccc(Cl)cc2Cl)c[nH]1	-17%	53%[activator]	0%	-1%	-10%	-12%	2%	4%	0%
38	CCn1c(=O)c(C(=O)NNC(=O)c2ccccc2Cl)c(O)c2ccccc21	32%	33%[activator]	1%	-6%	-15%	-5%	45%[12.4 µM]	0%[59 µM]	-13%
39	COC(=O)c1c(NC(=O)c2ccccc2[N+](=O)[O-])sc2c1CC(C)(C)NC2(C)C	-2%	2%	17%	5%	-8%	-12%	18%	3%[59 µM]	1%
40	CC(C)Cc1nnc(NC(=O)Cc2ccc([N+](=O)[O-])cc2)s1	-4%	18%	-22%	-4%	8%	-3%	2%	u	0%

Reprinted: entries 33 to 40
nr	canonical_smiles	BAZ2B inh	POLI inh	Pol beta inh	BLM inh	Anesthetic bind	Pol eta inh	APEX1 inh	G9a block	POLK inh
33	CCOC(=O)C1=C(c2ccccc2)Nc2ncnn2C1c1ccc(OC)c(OC)c1OC (centres undefined)	2%	-5%	-4%	-2%	-13%	-13%	-3%	-1%	-4%
34	COCc1nnc(NC(=O)CC(c2ccccc2)c2ccccc2)s1	3%[57.1 µM]	-4%	13%	-4%	-2%	-9%	0%	16%	7%
35	COc1ccc(-c2csc(NC(=S)NC(=O)c3ccccc3)n2)cc1Br	4%	94%[activator]	32%	-1%	-5%	-6%	7%	x	-10%
36	COC(=O)c1cc(=O)n(-c2ccc(F)cc2)c(=Nc2ccc(F)cc2)s1	u	6%	3%	-5%	-13%	-27%	-3%	40µM*	-4%
37	NC(=O)c1cc(C(=O)c2ccc(Cl)cc2Cl)c[nH]1	-17%	53%[activator]	0%	-1%	-10%	-12%	2%	4%	0%
38	CCn1c(=O)c(C(=O)NNC(=O)c2ccccc2Cl)c(O)c2ccccc21	32%	33%[activator]	1%	-6%	-15%	-5%	45%[12.4 µM]	0%[59 µM]	-13%
39	COC(=O)c1c(NC(=O)c2ccccc2[N+](=O)[O-])sc2c1CC(C)(C)NC2(C)C	-2%	2%	17%	5%	-8%	-12%	18%	3%[59 µM]	1%
40	CC(C)Cc1nnc(NC(=O)Cc2ccc([N+](=O)[O-])cc2)s1	-4%	18%	-22%	-4%	8%	-3%	2%	u	0%

(continued)
nr	canonical_smiles	BAZ2B inh	POLI inh	Pol beta inh	BLM inh	Anesthetic bind	Pol eta inh	APEX1 inh	G9a block	POLK inh
41	COc1ccccc1C(=O)NNC(=O)c1ccc(NC(=O)c2ccccc2)cc1	u	11%	6%	4%	-15%	-13%	13%	x	-1%
42	O=C(Nc1cccc(F)c1)C1CCN(C(=O)c2ccc(Cl)cc2)CC1	-5%	136%[activator]	-11%	-6%	5%	-20%	2%	1%[59 µM]	2%
43	CCCC(=O)NC1=C(C#N)C2(CCCC2)Cc2ccccc21	42%[activator]	5%	-22%	-2%	2%	1%	-2%	-4%[12.7 µM]	-3%
44	CCCn1cc(NC(=O)C2CC(c3cccc(Br)c3)=NO2)cn1 (centres undefined)	9%	3%	-2%	-4%	6%	-4%	14%	-12%[59 µM]	-8%
45	CCOC(=O)c1c(C)nc2ccc(C)cn12	12%	10%	16%	1%	1%	4%	2%	9%[59 µM]	-3%

Screens: PubChem, National Center for Advancing Translational Sciences (NCATS)
